High-throughput results: PubChem BioAssay, National Center for Advancing Translational Sciences (NCATS)
MCF10A rereplic = DNA re-replication induction in MCF 10a cells; MCF 10A DNA re-replication, Hoechst nuclear intensity, 48 h; Potency, µM (series often up to 46.1 µM), without a hit: top-dose activity, positive = re-replication, actives largely listed as activators; 350,000 compounds, 2.9% hits; also: potency is read from the fitted curve at half-maximal effect; % of control where 0% means no effect; nearly all actives have a fitted effect of over 50% in size
Nrf2 inh = blocks Nrf2 signaling. A549 ARE-Fluc reporter, luciferase luminescence, 18-24 h. Potency, µM (series often up to 46 µM), without a hit: at the highest dose activity change, negative = inhibition, actives largely listed as inhibitors. 360,000 compounds, 2.1% hits; also: potency is read from the fitted curve at half-maximal effect; % is scaled to controls: 0 for no effect and ±100 for the full control effect; nearly all actives have a fitted effect of over 60% in size
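Reporter: ARE-Fluc in A549. Exposure: 18-24 h, 37 °C, 5% CO2, 5% FBS OPTI-MEM. Readouts: fluorescent cytotoxicity (CellTiter-Fluor), then luminescent Nrf2 signal after BugLite.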
TGFb inhibitor = TGF-b pathway inhibition; Potency, µM (titrated, usually from 46.1 µM), for the others: at the top dose activity, negative = inhibition, most hits filed as inhibitors; HepG2 CAGA-GFP TGF-b/SMAD3 reporter, GFP fluorescence, 18 h; TGF-beta stimulated, 500 pg/mL final; 410,000 compounds, 1.2% hits; also: potency is read from the fitted curve at half-maximal effect; % is scaled to controls: 0 for no effect and ±100 for the full control effect; nearly all actives have a fitted effect of over 65% in size
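HEPG2 CAGA-GFP reporter cells (1000/well, DMEM with 1% FBS) received compounds, then recombinant TGF-beta at 500 pg/mL final for 18 hours at 37 degrees C. Per-cell GFP summed per well was normalised to unstimulated and stimulated DMSO controls before curve fitting.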
Nrf2 ARE act = activates Nrf2 signaling | AREc32 ARE-luciferase reporter (MCF7-derived line), luminescence, 24 h | Potency, µM (highest dose often 46.1 µM), for the others: at the highest dose activation, hits mostly activators | 410,000 compounds, 0.31% hits; also: potency is read from the fitted curve at half-maximal effect; % of control where 0% means no effect; nearly all actives have a fitted effect of over 65% in size
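Nrf2 activation is followed as ARE-luciferase induction in the AREc32 line after one day of compound treatment; luminescence is read with Steady-Glo.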
IL1B secr inh = blocks inflammasome-driven IL-1 beta release | THP-1 LPS/ATP IL-1B secretion, AlphaLISA, 16 h; stronger effect = lower value | 360,000 compounds, 4.7% hits | activity change, % at 57.5 µM; in the data active = activity change below about -50%; inconclusive = mostly about -30% to -49%; also: % is scaled to controls: 0 for no effect and ±100 for the full control effect
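THP-1 cells pretreated 1 hr with compounds (up to 57.5 uM final), then stimulated with LPS (250 ng/mL final) plus ATP (1.25 mM final); secreted IL-1B measured by AlphaLISA after 16 hr, decreased signal indicating inhibition.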
A549 tox = kills or reduces viability of A549 cells in Nrf2 counter-screen. A549 ARE-Fluc cells, CellTiter-Fluor viability, 18-24 h. Potency, µM (doses to about 46 µM), for inactives: at the top dose activity change, negative = cytotoxicity, hits mostly inhibitors. 390,000 compounds, 0.16% hits. AID 504648; also: potency is read from the fitted curve at half-maximal effect; % is scaled to controls: 0 for no effect and ±100 for the full control effect
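A549 ARE-Fluc cells in 5% FBS OPTI-MEM, 5000 cells/well, rested 2 h then exposed to compounds in concentration-response for 18-24 h at 37 °C. Viability by CellTiter-Fluor fluorescence (Ex 405/Em 525) after 30 min; luciferase luminescence (BugLite, 15 min, RT) read afterwards.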
ATXN2 expr inh = reduces ATXN2 reporter expression in HEK-293 cells. AID 1745845. 360,000 compounds, 0.72% hits. HEK-293 ATXN2-luciferase reporter, luminescence, 24 h. Potency, µM (series often up to 57 µM), for inactives: top-dose activity change, negative = inhibition, most hits filed as inhibitors; also: potency is read from the fitted curve at half-maximal effect; % is scaled to controls: 0 for no effect and ±100 for the full control effect; nearly all actives have a fitted effect of over 55% in size
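ATXN2-luciferase reporter cells (luciferase flanked by upstream and downstream ATXN2 gene portions) were treated 24 h at 37 °C with compounds at up to 57 uM. SteadyGlo luminescence gave expression; GF-AFC fluorescence gave viability.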
S2 tox = cell viability loss in ATXN counter-screen | Potency, µM (top dose mostly 56.7 µM), hits mostly cytotoxic | S2 cells (HEK-293 line with an ATXN2-luciferase reporter) viability, CellTiter-Fluor protease fluorescence, 24 h | 400,000 compounds, 0.49% hits; also: potency is read from the fitted curve at half-maximal effect; nearly all actives have a fitted effect of over 40% in size
HepG2 viability = kills HepG2 cells in TGF-b inhibitor counter-screen. HepG2 CAGA-GFP viability, ATP luminescence, 18 h. Potency, µM (top dose mostly 46.1 µM), for the others: top-dose activity change, negative = cytotoxicity, most hits filed as cytotoxic. 410,000 compounds, 0.76% hits; also: potency is read from the fitted curve at half-maximal effect; some results filed as inactive show a strong effect at the top dose
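HepG2 CAGA-GFP cells (1000/well, DMEM with 1% FBS) received compound, then TGF-beta at 500 pg/mL final, and were incubated 18 hours at 37 degrees C. Viability was read by CellTiter-Glo luminescence. Media-only wells were set as complete cell-killing and DMSO as no toxicity.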
* marks the source's active call; other numbers are inactive results; i = inactive; u = inconclusive; x = no result given; & = joins results of further samples; [ ] = remark or other dose. Unless noted, calls follow the shape of the dose curve; as a rule, active = well fitted curve in the direction sought with a large enough effect; inconclusive = small, poorly fitted or top-dose-only effect, or another doubt; inactive = no such curve, though single readings can be large; an effect the other way counts as inactive or inconclusive.

SMILES	MCF10A rereplic	Nrf2 inh	TGFb inhibitor	Nrf2 ARE act	IL1B secr inh	A549 tox	ATXN2 expr inh	S2 tox	HepG2 viability
CCNc1nc(C)nc2c1oc1ccccc12	5%	-7%	2%	-0.3%	8	-5%[1.84 µM]	1%	i	-19%
O=C(Oc1c(Cl)cc(Cl)c2cccnc12)N1CCOCC1	2%	1%	-17%	-0.2%	3	x	-8%	i	-13%
Cc1ccc(NS(=O)(=O)c2ccc(Cl)c(C(=O)Nc3ccccc3-c3nc4ccccc4[nH]3)c2)cc1C	5.2µM*	23µM*	11µM*	2.0%	-13	-27%	u	u	-77%
CSc1sccc1/C=N/O	1%	4%	18%	-0.2%	21	-18%	-7%	i	9%
O=C1CCCC(=O)C1C(c1ccc(Cl)cc1)C1C(=O)CCCC1=O	3%	-9%	1%	0.2%	-8	0%	1%	i	0%
COCCCNC(=O)Cn1c(=O)n(CC(=O)N2CCCCC2)c(=O)c2sccc21	-4%	11%	-6%	-0.5%	-6	1%	x	i	6%
CN1CCN(S(=O)(=O)c2ccc(SCCOc3ccccc3)nc2)CC1	12%	-26%	-5%	0.2%	u	0%	-25%	i	-14%
COCCNC(=O)CSc1nc2ccc(N3CCOCC3)cc2c(=O)n1CCc1ccccc1	26%	15%	4%	-0.5%	-19	4%	3%	i	-3%
CCOC(=O)Cc1cnc(NC(=O)CSc2nc(C(C)C)cc(=O)[nH]2)s1	2%	-5%	-12%	-0.1%	2	0%	2%	i	-8%
CCOC(=O)c1cn(CC)c2ccc(S(=O)(=O)N3CCC(C)CC3)cc2c1=O	-6%	-19%	-4%	-0.2%	-6	-1%	-9%	i	-9%
CCNc1ccc2noc3c2c1C(=O)c1ccccc1-3	u	21µM*	-9%	4.6%	-94*	u	14%	u	-19%
Cc1cc(NC(=O)C2=C(O)c3ccccc3S(=O)(=O)N2C)no1	-3%&13%	3%	-3%	-1.1%	5	0%	-3%&5%	i	3%
O=c1c2c3c(sc2nc2n1CCCCC2)C(O)CCC3 (stereo unspecified)	5%	u	0%	0.3%	11	1%	74%[activator]	i	1%
COc1ccc(-c2ccc(=O)n(CC(=O)Nc3nnc(C(C)C)s3)n2)cc1OC	5%	-30%	17%	-0.4%	24	-12%	5%	i	7%
COc1ccccc1NC(=O)c1c(NC(=O)c2ccco2)sc2c1CCC(C(C)(C)C)C2 (stereo unspecified)	x	16%	3%	0.4%	x	4%	4%	i	-50%
Cc1c(Cl)cccc1NC(=O)CCN1CCC(C(N)=O)CC1	4%	-2%	11%	-0.1%	1	-3%	8%	u	-1%
Cc1ccc[n+](-c2nc([O-])sc2/C=N/Nc2ccc([N+](=O)[O-])cc2)c1	-3%	-2%	26%	-0.4%	21	-8%	4%	i	7%
Cc1cc(CNC(=O)CC2C(=O)NCCN2Cc2ccc(-c3ccccc3)cc2)nn1C (stereo unspecified)	3%	u	2%	-0.3%	-1	8%	x	i	-13%
COC(CCN(C)C)(c1ccccc1)c1ccccc1	-2%	9%	2%	-0.7%	-9	1%	6%	i	-27%
O=C(O)c1ccc(C=NN=Cc2ccco2)cc1	1%	0%	7%	0.8%	21	-13%	-6%	i	-11%
Cc1cc(C)c2c(CC(=O)N(Cc3ccc(Cl)cc3)Cc3ccco3)coc2c1	x	-13%	x	5.1%	x	5%	x	x	-30%
CCOc1ccc(OCC(=O)Nc2nccs2)cc1	-2%	u	9%	0.5%	46	2%	u	i	-65%
Cc1ccc2[nH]c3c(NCc4ccco4)ncnc3c2c1	u	u	u	25%	-21	1%	-16%	i	-26%
O=C(Nc1ccc2c(c1)OCCO2)C(C1CC1)N1CCC(Cc2ccccc2)CC1 (stereo unspecified)	x	x	-32%	0.1%	12	x	9%	u	16µM*
CCn1c(SCC(=O)Nc2ccccc2C)nc2nc3c(cc2c1=O)COC(C)(C)C3	-3%	-26%	-2%	-0.6%	u	0%	x	i	-1%
Cc1cccc(NC2=CC(=O)CC(C)(C)C2)c1C	-10%	6%	-16%	-0.4%	0	9%	-1%	i	-19%
CC(NC(=O)c1ccc(Br)o1)C1CC2CCC1C2 (stereo unspecified)	1%	0%	-4%	0.5%	7	10%	-2%	i	-38%
COc1ccc(/C=N/NS(=O)(=O)c2ccc(C)cc2)cc1OC(=O)c1ccc(C)cc1	2%	5.2µM*	2%	-3.9%	22	-3%	-3%	i	-1%
COc1ccccc1OCCNC(=O)CN1C(=O)NC2(CCCCC2)C1=O	8%	-11%	6%	-0.5%	14	5%	7%	i	15%
CCn1cc2nc(SCC(=O)Nc3ccc(F)cc3F)n(Cc3ccccc3)c(=O)c2n1	-1%	1%	-28%	2.9%	-9	-1%	x	u	-10%
COc1ccc(Cl)cc1NC(=O)Cn1c(=O)n(-c2ccc(C)cc2)c(=O)c2ccc(C(=O)NCc3ccccc3Cl)cc21	x	26%	u	-0.8%	x	11%	7%	i	-7%
CS(=O)(=O)N1CCc2cc(C(=O)Nc3ccc(Br)cc3)ccc21	16%	6%	-4%	4.0%	-8	0%	x	i	-9%
Cc1ccc(-c2nnn(CC(=O)N(CC(=O)NCCC(C)C)c3ccc(F)cc3)n2)cc1	x	-6%	-2%	0.6%	x	0%	x	x	-9%
COC(=O)C(C(=O)OC)[C@@H]1C=C[C@H](C[N+](=O)[O-])N(C(C)=O)C1	-2%	1%	-1%	0.5%	51	3%	-6%	i	-10%
CC1CN(CCC(=O)Nc2ccccc2F)CC(C)O1 (stereo unspecified)	1%	1%	6%	0.1%	9	-7%	x	i	4%
O=C(CC(c1cccs1)S(=O)(=O)c1ccccc1)c1ccc(F)cc1 (stereo unspecified)	-7%	17%	-23%	-0.7%	0	1%	9%	i	-15%
CC(C)c1nnc(NC(=O)c2nc(S(=O)(=O)Cc3ccccc3)ncc2Cl)s1	u	u	u	3.7%&-5.3%	-103*	u	u	u	-100%
CC1CCCN(S(=O)(=O)c2cccc([N+](=O)[O-])c2)C1 (stereo unspecified)	-9%	7%	-4%	0.0%	-4	4%	x	i	1%
CSC1=N/C(=C\c2ccc(Br)o2)C(=O)S1	3%	x	0%	0.2%	-9	-1%	0%	i	1%
CCCCOC(=O)c1ccccc1N1C(=O)C2C3CCC(C3)C2C1=O (stereo unspecified)	2%	-21%	u	-1.1%	21	-5%	1%	i	-3%
CCCCNS(=O)(=O)c1cccc(NC(=O)[C@@H]2O[C@H](CO)[C@H](O)[C@H](O)[C@H]2O)c1	x	x	0%	-1.0%[9.22 µM]	-11	x	-2%	i	-58%
CC1CCCCN1C(=O)CCc1nnc(Cc2c[nH]c3ccccc23)o1 (stereo unspecified)	-8%	-1%	0%	0.1%	17	-2%	17%	i	3%
CCOc1cc(C=O)ccc1OCCn1c([N+](=O)[O-])cnc1C	11%	-14%	15%	0.8%	8	4%	-7%	i	25%
Cc1cc(NCCCN(C)C)n2c(nc3ccccc32)c1C#N	u	-16%	-1%	23%	-18	-16%	u	x	-35%
O=C(COc1ccc(-c2ccccc2)cc1)N/N=C/c1cccnc1	-6%	-1%	-1%	-0.1%	8	-2%	x	u	-18%
Cc1ccc(NC(=O)CSc2nc3[nH]ncc3c(=O)[nH]2)c(C)c1	12%	-19%	6%	-0.7%	0	-8%	x	i	-5%
O=C(c1ccc(CSc2ccc(Cl)cc2)cc1)N1CCOCC1	1%	u	-21%	7.8%	10	-1%	x	i	-24%
COc1ccc(Nc2nc(C(=O)NCc3ccco3)cs2)cc1	2%	u	u	15%	-4	5%	x	i	-43%
Cc1cc(C)nc(SCCN2CCCCC2)n1	12%	-21%	-15%	0.2%	-1	0%	-16%	i	-17%
OCCN1CCN(C(=S)c2ccc(Cl)c(Cl)c2)CC1	4%	10%	0%	-0.1%	-11	-14%	2%	i	-5%

Reformatted with each value named: part of the list above.
Cc1ccc(NC(=O)CSc2nc3[nH]ncc3c(=O)[nH]2)c(C)c1
  MCF10A rereplic = 12%; Nrf2 inh = -19%; TGFb inhibitor = 6%; Nrf2 ARE act = -0.7%; IL1B secr inh = 0; A549 tox = -8%; ATXN2 expr inh = x; S2 tox = i; HepG2 viability = -5%

O=C(c1ccc(CSc2ccc(Cl)cc2)cc1)N1CCOCC1
  MCF10A rereplic = 1%; Nrf2 inh = u; TGFb inhibitor = -21%; Nrf2 ARE act = 7.8%; IL1B secr inh = 10; A549 tox = -1%; ATXN2 expr inh = x; S2 tox = i; HepG2 viability = -24%

One compound at a time, as listed above. Order of values: MCF10A rereplic	Nrf2 inh	TGFb inhibitor	Nrf2 ARE act	IL1B secr inh	A549 tox	ATXN2 expr inh	S2 tox	HepG2 viability
`COC(CCN(C)C)(c1ccccc1)c1ccccc1` across the screens: -2%	9%	2%	-0.7%	-9	1%	6%	i	-27%
`Cc1cc(C)nc(SCCN2CCCCC2)n1` across the screens: 12%	-21%	-15%	0.2%	-1	0%	-16%	i	-17%
`CC(NC(=O)c1ccc(Br)o1)C1CC2CCC1C2` (stereo unspecified) across the screens: 1%	0%	-4%	0.5%	7	10%	-2%	i	-38%
`O=C(O)c1ccc(C=NN=Cc2ccco2)cc1` across the screens: 1%	0%	7%	0.8%	21	-13%	-6%	i	-11%
`CCn1cc2nc(SCC(=O)Nc3ccc(F)cc3F)n(Cc3ccccc3)c(=O)c2n1` across the screens: -1%	1%	-28%	2.9%	-9	-1%	x	u	-10%
